Screening results from PubChem BioAssay.
eIF4E-4G inh = eIF4E/eIF4G interaction inhibition in translation initiation | AID 782 | TR-FRET eIF4E-eIF4GI(517-606) binding, 2 h | 220,000 compounds, 0.37% hits | P63073+Q04637 | inhibition, % at 21.7 µM;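 active = inhibition above about 30%, limit read from the data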;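 note: 0% = full FRET control wells and 100% = background wells lacking eIF4GI fragment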
NPY2 pot ag = potentiators or agonists of human neuropeptide Y receptor Y2. cells expressing NPY-Y2, potentiator/agonist read-out. activation, % at 3.6 µM. 220,000 compounds, 0.45% hits; in the data active = activation above about 27%;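 note: cells stimulated with NPY near EC25 plus isoproterenol at EC100; 0% = vehicle plus submaximal agonist and 100% = vehicle plus saturating agonist; some results beyond the cut were filed as inactive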
Ba/F3 V617F tox = lowers viability of Ba/F3 cells expressing EpoR and JAK2V617F; ATP luminescence; 220,000 compounds, 1.1% hits; AID 1446; inhibition, % at 5.6 µM;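 active = inhibition above the campaign mean plus 3 SD over all tested compounds, cut at about 24% in these data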;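 note: cytokine-independent growth of Ba/F3 cells driven by EpoR plus mutant JAK2; 0% = DMSO-treated cells and 100% = JAK inhibitor I control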
S1P4 antag = blocks the human S1P4 receptor. inhibition, % at 4.98 µM. S1P4-expressing cells, antagonist mode, reporter read-out. AID 1510. 220,000 compounds, 0.26% hits; in the data active = inhibition above about 29%;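 note: 0% = wells stimulated with agonist and 100% = vehicle wells without agonist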
Target sequence (O95977 whole entry, looked up): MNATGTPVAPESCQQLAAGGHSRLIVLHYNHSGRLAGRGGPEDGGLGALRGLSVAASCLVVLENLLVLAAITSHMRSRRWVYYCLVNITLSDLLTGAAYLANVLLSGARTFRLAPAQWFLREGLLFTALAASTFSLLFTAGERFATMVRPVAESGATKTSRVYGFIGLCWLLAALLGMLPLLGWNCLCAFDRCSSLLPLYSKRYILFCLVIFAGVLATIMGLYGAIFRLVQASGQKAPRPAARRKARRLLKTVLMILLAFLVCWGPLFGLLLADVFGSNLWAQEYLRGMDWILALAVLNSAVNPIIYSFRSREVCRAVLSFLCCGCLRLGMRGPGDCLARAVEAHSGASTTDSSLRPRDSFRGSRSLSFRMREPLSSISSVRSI
PERK inhibitor = blocks human PERK kinase. Q9NZJ5. CHO PERK-DD fusion, SEAP luminescence translation reporter. inhibition, % at 5.6 µM. 220,000 compounds, 0.17% hits. AID 1416;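 active = inhibition above the mean inhibition of all tested compounds plus 3 SD, set separately per screening campaign, cut at about 2.9% in these data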;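 note: PERK kinase domain activated by AP20187 dimerizer at 100 nM; 0% = DMSO with dimerizer and 100% = rapamycin at 8.4 µM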
S1P4 agonist = agonists of human S1P4 receptor; O95977; S1P4-expressing cell line, agonist reporter assay; activation, % at 4.98 µM; 220,000 compounds, 0.35% hits; AID 1509; in the data active = activation above about 11%;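 note: 0% = DMSO vehicle and 100% = reference agonist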
Wee1 stabilizer = human Wee1 degradation inhibition, primary screen | P30291 | HeLa Luc-Wee1K328M stability, luciferase luminescence; 100% = proteasome inhibitor MG132 effect | reporter increase, % at 5 µM | 220,000 compounds, 1.2% hits | AID 1321;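 active = activation above the mean of all tested compounds plus 3 SD, set per screening run, cut at about 8.8% in these data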;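 note: cells exposed to compound for 20 h before luminescence read; 0% = DMSO alone and 100% = MG132 at 30 µM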
BaF3 tox = reduces parental Ba/F3 cell viability, JAK2V617F counter-screen | 220,000 compounds, 1.1% hits | inhibition, % at 5.6 µM | CellTiter-Glo ATP luminescence;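 active = inhibition above a per-campaign cutoff, the mean inhibition of all tested compounds plus 3 SD, cut at about 27% in these data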;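 note: 0% = DMSO wells and 100% = JAK Inhibitor I control wells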
Mdm2 ligase inh = inhibitors of human Mdm2 E3 ubiquitin ligase. signal enhancement, % at 5 µM. 210,000 compounds, 0.11% hits. Q00987. cell-based MDM2 ubiquitination luciferase reporter, 2 h; 0 = plate control, 100 = twice control, blank-subtracted;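 active = signal enhancement of 30% or more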;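 note: luminescence tracks abundance of the self-degrading MDM2-luciferase fusion protein; higher signal means inhibition of MDM2 E3 ligase activity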
Target sequence (Q00987 whole entry, looked up, the tested form may be a part): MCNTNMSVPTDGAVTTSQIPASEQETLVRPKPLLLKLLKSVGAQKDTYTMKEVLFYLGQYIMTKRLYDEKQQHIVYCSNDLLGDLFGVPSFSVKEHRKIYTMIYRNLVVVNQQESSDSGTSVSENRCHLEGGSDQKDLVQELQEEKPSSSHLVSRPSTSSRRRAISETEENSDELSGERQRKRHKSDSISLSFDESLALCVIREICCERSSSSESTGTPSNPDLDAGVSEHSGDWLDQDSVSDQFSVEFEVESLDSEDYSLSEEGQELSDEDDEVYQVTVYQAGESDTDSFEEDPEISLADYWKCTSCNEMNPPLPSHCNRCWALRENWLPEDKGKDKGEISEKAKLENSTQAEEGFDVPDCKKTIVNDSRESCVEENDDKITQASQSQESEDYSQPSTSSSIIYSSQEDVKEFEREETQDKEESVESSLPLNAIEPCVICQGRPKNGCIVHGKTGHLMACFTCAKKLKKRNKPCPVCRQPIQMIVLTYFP
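Material: stable MDM2–luciferase fusion reporter cells / Quantity: 2000 cells/well / Dosing: single 5 µM compound dose, 0.2% final DMSO / Buffer or medium: DMEM / Schedule: 4 h cell settling then 2 h compound exposure, 37 °C / Detection: luminescence with SteadyLite reagent, 15 min at room temperature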
* hit, by the source's call; . = no result given; [ ] = dose if it differs, or a comment.

SMILES	eIF4E-4G inh	NPY2 pot ag	Ba/F3 V617F tox	S1P4 antag	PERK inhibitor	S1P4 agonist	Wee1 stabilizer	BaF3 tox	Mdm2 ligase inh
O=[N+]([O-])c1cc(-c2nc3nc4ccccc4nc3n2CCc2ccccc2)cc([N+](=O)[O-])c1	10	5	-5	-18	0.7	0.5	-3	-2	2
COc1ccc(Oc2coc3c(CN(C)C)c(O)ccc3c2=O)cc1	-4[fluorescence artefact?]	-2	1	-6	0.5	3.0	-2	2	-3
NC(=O)Cn1nc([N+](=O)[O-])nc1Oc1ccccc1C(=O)N1CCOCC1	-1	16	-5	-7	1.0	0.0	2	-1	-5
CCOC(=O)N1CCN(C(=O)c2c(-c3ccccc3)noc2C)CC1	3[fluorescence artefact?]	-13	-1	6	2.4	0.4	-1	2	-21
C/C(=C/C#N)Nc1ccc(C)cc1	4	7	-2	-12	0.8	0.6	-2	3	9
COCCn1c(=S)[nH]c2cc(C(=O)N3CCN(c4ccccc4OC)CC3)ccc2c1=O	-1	6	-1	-10	0.2	0.6	1	2	-7
C/C(Cl)=C/Cn1c(SC(C)C)nc2c1c(=O)[nH]c(=O)n2C	5	-4	-1	-4	-1.2	-0.2	-1	1	-7
CCCCOc1ccc(C(=O)Nn2cnnc2)cc1	-6	-16	-3	-17	0.0	0.4	0	0	-13
COc1ccc(NC(=O)C2CCCC2)cn1	0	-4	2	-24	1.4	1.1	0	6	-6
CCOc1ccccc1N1CCN(C(=O)c2ccccc2)CC1	-5	12	2	7	-0.3	-2.5	-2	5	-17
COc1ccc(CCNC(=O)/C=C/c2cc(OC)c(OC)c(OC)c2)cc1OC	1	2	1	-11	-0.3	-0.3	3	8	6
O=C(CSCc1ccc(Cl)cc1Cl)Nc1ccccc1C(=O)Nc1ccc(C(=O)O)cc1	4	19	-1	-37	0.8	-1.6	-1	3	-4
O=C1CC(Nc2cc(=O)[nH]c(=O)[nH]2)C(=O)N1c1ccccc1Cl (centres undefined)	-6	-2	0	15	0.3	-2.2	-2	0	-11
Cc1cc(C)n(CC(O)Cn2cnc3c2c(=O)n(C)c(=O)n3C)n1 (centres undefined)	5[fluorescence artefact?]	1	-2	-13	0.1	0.2	-1	0	.
COCCCNCCCOc1ccc(C(C)(C)c2ccccc2)cc1	2	11	3	-17	-0.6	-0.1	-2	4	-13
CS(=O)(=O)N(CC(=O)N1CCOCC1)c1ccc2c(c1)OCO2	3[fluorescence artefact?]	1	3	0	-0.1	-2.5	-1	2	4
Cc1ccccc1OCc1nc2ccccc2c(=O)n1/N=C/c1cccc([N+](=O)[O-])c1	0	2	2	-1	-0.3	-0.9	1	3	-21
CN1C(=S)SC(C)(C)C1NO (centres undefined)	-4	1	-4	-10	1.0	2.0	-1	1	-19
CNC(=S)N=Nc1c(O)[nH]c2ccc(C(C)C)cc12	-3	9	2	-22	-0.5	1.2	-1	6	-9
Cc1c(Cl)cccc1NC(=O)CCC(=O)NNC(=O)c1ccccc1	1	10	-3	-20	0.8	2.7	-2	1	-3
COC(=O)CNc1nc(-c2cccnc2)nc2ccccc12	3	13	3	-29	-1.0	-1.1	-1	12	-14
CCN1CCN(CC(=O)Nc2cc(C)on2)CC1	4	-1	1	-15	1.2	-0.7	-2	2	-89
CNC(=S)NCCCc1ccccc1	-1	12	-1	-6	0.4	4.1	-1	5	-2
CCC(=O)N1CCN(c2ccc(NC(=O)c3cccs3)cc2)CC1	10	0	-1	-1	0.8	0.0	2	7	-1
CC1C(c2ccccc2)N(C)C(c2ccccc2)CC1(O)c1ccc(F)cc1 (centres undefined)	-5	-16	0	6	1.8	-3.2	-1	3	-11
O=C(CSc1nnc(-c2ccncc2)n1CC1CCCO1)NCc1ccccc1 (centres undefined)	2	6	-2	-3	1.9	-0.7	-1	0	-8
COc1cccc(CN=CC2=C(O)CC(C)(C)CC2=O)c1OC	2[fluorescence artefact?]	-4	0	-8	0.1	1.9	3	-1	15
Cc1ccc(NC(=S)NCC2CCCO2)c(OC(F)F)c1 (centres undefined)	0	-1	-1	-2	1.2	1.5	6	8	-6
CC(C)(C)OC(=O)N1CCC(CNC(=O)c2ccccc2)CC1	2	-9	-3	3	-1.2	-0.4	-2	-1	-2
c1ccc(CCn2nnnc2CN2CCc3ccccc32)cc1	9	-5	-1	-15	-0.5	2.0	1	1	2

Remaining list, next part.
SMILES	eIF4E-4G inh	NPY2 pot ag	Ba/F3 V617F tox	S1P4 antag	PERK inhibitor	S1P4 agonist	Wee1 stabilizer	BaF3 tox	Mdm2 ligase inh
Cc1cc(OCC(=O)N2CCc3ccccc3C2)c2c(-c3ccccc3)cc(=O)oc2c1	-20[fluorescence artefact?]	-22	3	-12	-2.0	-2.1	1	7	-6
CCOC(=O)c1n[nH]c2ccccc12	1	7	-3	-26	0.4	1.2	-3	-1	-7
O=S1(=O)CCN(Cc2ccccc2C(F)(F)F)CC1	2	1	3	-6	1.8	-1.8	-2	2	-12
Cc1ccc(Cl)cc1NC(=O)Cn1cc2c(n1)CCCC2	2	3	-2	-9	-0.6	1.6	-1	1	-16
O=C(Nc1ccc(S(=O)(=O)Nc2nccs2)cc1)c1cc(-c2ccccc2)nc2ccccc12	4	1	0	-5	0.4	1.1	-1	4	-11
Cc1cc(C(=O)Nc2ccccn2)no1	8	11	-5	-4	1.0	1.6	1	2	-12
O=C(CNC(=S)N(CCCN1CCOCC1)Cc1cccs1)N1CCCCCC1	-3	8	-3	-8	-0.2	-0.2	-4	1	-3
Cn1c(=O)n(C)c2cc(S(=O)(=O)NCCc3ccccc3)ccc21	5	5	1	0	1.4	-0.2	3	6	-4
Cc1cc(S(=O)(=O)N(Cc2ccccc2F)C2CC2)ccc1-n1cnnn1	-1	-4	4	-3	-0.3	2.5	0	2	2
COc1ccccc1NC(=O)C1=C(C)NC(=O)NC1c1ccccc1[N+](=O)[O-] (centres undefined)	3	-4	-3	-11	0.2	-0.6	-2	6	-14
O=S(=O)(Cc1ccccc1)NCC1CCCN(Cc2ccc(F)c(F)c2)C1 (centres undefined)	3	-4	-2	4	-0.3	1.7	-3	3	-9
Cn1c(=O)[nH]c(=O)c2c1nc(Br)n2CCCCSc1nc2ccccc2o1	-3	-21	3	0	-1.0	2.2	5	4	-16
COc1cccc(=O)c2c(C)n(CC(=O)c3ccccc3)c(C)c12	5	10	-2	-10	1.2	0.9	-3	-1	-11
Cc1nc2c(C)cccc2cc1C(=O)N/N=C/c1ccc(N(C)C)cc1	2[fluorescence artefact?]	-10	-1	-6	-0.1	0.9	0	6	-13
COc1ccc(OC)c(NS(=O)(=O)c2ccc(SC)cc2)c1	4	14	30*	-27	1.3	1.9	0	26	-8
COc1cccc(Nc2ncnc3c2cnn3C)c1	-2	14	3	-28	1.1	0.8	0	5	-21
COc1ccccc1/C=C/C1(C(=O)NC2CCCC2)CC(=O)N1c1ccc(C)cc1 (centres undefined)	5	8	4	0	-1.7	3.7	1	8	-9
NC(=O)/C(=C/c1ccco1)NC(=O)/C=C/c1ccccc1	0	-17	3	5	0.1	0.2	0	4	-2
O=C(O)/C=C/C(=O)Nc1ccccc1SC(F)(F)F	-1	7	-2	-7	0.5	-1.0	0	4	-20
N#CCCN(Cc1ccccc1)C(=O)Nc1ccccc1	2	-22	1	-2	1.0	-0.5	3	0	-11
CC(=O)CC1(O)C(=O)N(Cc2ccccc2)c2ccccc21 (centres undefined)	-2	13	-5	-14	0.0	0.3	-3	-2	-5
CCOC(=O)/C(C#N)=C(\O)c1ccc(NC(=O)c2ccc([N+](=O)[O-])cc2)cc1	2	-8	-4	7	1.8	1.7	-4	2	-13
CCC(C)NC(=O)N[C@@H](Cc1ccccc1)C(=O)O (some centres undefined)	-1[fluorescence artefact?]	-9	3	-6	1.9	1.0	-1	5	8
O=[N+]([O-])c1ccc(N2CCNCC2)cc1Sc1nc2ccccc2[nH]1	1	20	1	1	0.2	-3.8	2	4	-10
COC(=O)Cc1c(C)nc2nc(-c3ccco3)[nH]n2c1=O	-2[fluorescence artefact?]	-11	-3	2	-0.1	-1.0	0	-1	-11
Cc1cc(NC(=O)c2ccc(Br)c([N+](=O)[O-])c2)no1	-5	5	-3	-1	1.2	-0.4	5	1	-11
CC(C)(C)C(=O)N1CCC(O)(CS(=O)(=O)c2ccc(Cl)c(Cl)c2)CC1	1	5	0	-10	0.3	-0.3	-1	5	-6
CC(=O)Nc1ccc(NC2=C(Cl)C(=O)c3ccccc3C2=O)cc1	1	-19	-3	13	0.4	0.8	1	2	2
COC(=O)C(C(=O)NCC1CCCO1)C1CCCCCC1 (centres undefined)	-1	6	-7	-1	-0.3	-0.4	0	0	-16
O=C(NCc1cccnc1)/C(=C/c1ccc(-c2cccc(C(F)(F)F)c2)o1)NC(=O)c1ccccc1	5[fluorescence artefact?]	-7	0	-2	-0.8	1.8	2	4	-6
COc1cccc(/C=C/C(=O)Nc2ccccc2N2CCOCC2)c1	1	11	-2	-18	-0.4	-0.9	-2	1	-10
Cc1nn(C)c(C)c1NC(=O)/C(C#N)=C\N(C)C	2	-2	-2	-10	0.7	-1.7	-1	3	0
COC(=O)CN1C(=O)C2(C(C#N)=C(N)Oc3ccccc32)C2=C1CC(C)(C)CC2=O (centres undefined)	-3	-6	4	-4	0.8	0.7	3	8	-9
